Compound activity: PubChem BioAssay, several laboratories
HCV NS3 hel inh = inhibitors of Hepatitis C virus NS3 helicase; NS3 helicase DNA unwinding, Cy5 molecular beacon fluorescence; inhibition, % at 10.9 µM; 290,000 compounds, 0.56% hits; AID 1800;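 active means inhibition above the mean of all tested compounds plus 3 SD, set per campaign, cut at about 35% in these data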;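 further: 0% = DMSO wells and 100% = thioflavine S control wells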
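System: Hepatitis C virus NS3 helicase domain fragment enzyme | Reagent: Annealed dual-labelled DNA beacon duplex, ATP-started | Compound dosing: 10.9 µM single point, 0.8% DMSO | Incubation: 1 h reaction at 25 °C, ATP-initiated | Technique: Cy5 fluorescence | Evaluation: Percent inhibition from t60/t0 fluorescence ratio | Benchmarks: Low DMSO, high thioflavine S at 110 µM | Replication: Singlicate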
UBC9 SUMO inh = inhibitors of human SUMOylation (UBC9); HTRF SUMOylation assay, SAE1/SAE2 + UBC9, in vitro; inhibition, % at 35 µM; 290,000 compounds, 0.36% hits; AID 2006; in the data active means inhibition above about 50%, passing the limit was not always enough; further: strong numbers were not always called active
Target sequence (P63279 whole entry, looked up): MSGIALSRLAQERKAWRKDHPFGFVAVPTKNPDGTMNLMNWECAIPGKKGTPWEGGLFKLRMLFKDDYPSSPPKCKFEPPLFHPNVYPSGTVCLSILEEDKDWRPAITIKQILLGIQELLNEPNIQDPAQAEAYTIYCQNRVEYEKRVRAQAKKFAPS
MEKK3 PB1 HTS = MEKK3-MEK5 PB1 interaction, increase or decrease; Q99759; bead-based flow cytometry, Alexa488-MEK5 binding to MEKK3; actives lie on both sides; 0 = blocked by unlabeled MEK5, 100 = vehicle; binding response (% of control), % at 10 µM; 290,000 compounds, 1.4% hits;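 active means binding response more than 3 SD above or below the average of its plate-row segment, actives on both sides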;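 further: Alexa488 bead fluorescence after subtracting the streptavidin-only scavenger bead signal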
Target sequence (Q99759 whole entry, looked up): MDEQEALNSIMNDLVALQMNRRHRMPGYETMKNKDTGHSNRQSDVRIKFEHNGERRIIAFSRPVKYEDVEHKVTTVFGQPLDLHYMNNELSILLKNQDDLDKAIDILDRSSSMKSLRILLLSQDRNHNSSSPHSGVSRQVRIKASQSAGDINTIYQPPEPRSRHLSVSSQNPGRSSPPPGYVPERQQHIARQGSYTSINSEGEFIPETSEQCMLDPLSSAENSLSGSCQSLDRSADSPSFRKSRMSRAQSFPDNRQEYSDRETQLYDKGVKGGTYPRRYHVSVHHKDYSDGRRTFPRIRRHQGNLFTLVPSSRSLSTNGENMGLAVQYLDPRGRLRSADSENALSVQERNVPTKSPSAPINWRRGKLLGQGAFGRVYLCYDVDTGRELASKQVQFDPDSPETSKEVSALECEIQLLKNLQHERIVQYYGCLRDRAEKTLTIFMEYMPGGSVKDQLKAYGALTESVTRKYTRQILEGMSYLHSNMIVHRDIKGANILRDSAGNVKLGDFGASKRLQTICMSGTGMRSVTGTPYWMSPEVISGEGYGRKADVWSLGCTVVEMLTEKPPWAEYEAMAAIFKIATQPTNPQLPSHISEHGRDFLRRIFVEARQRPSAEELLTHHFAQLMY
MEKK2mut PB1 HTS = signal of MEK5 binding to mutant human MEKK2 PB1 domain. bead flow cytometry, Alexa488-MEK5 binding to MEKK2 mutant. percent response, % at 10 µM. 290,000 compounds, 0.35% hits; in the data active means percent response above about 24%, passing the limit was not always enough; further: inactives centre near 1; some results filed as inactive read as strong as hits
FID counter = displaces DNA intercalator in HCV helicase counter-screen | DNA fluorescent intercalator displacement, fluorescence | inhibition, % at 7.9 µM | 290,000 compounds, 0.17% hits; in the data active means inhibition above about 37%;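 further: 0% = vehicle and 100% = reference compound; higher means more ethidium bromide displaced from hairpin DNA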
GalR3 antagonist = blocks the human galanin receptor 3 | inhibition, % at 3 µM | 360,000 compounds, 0.44% hits | AID 651719 | HEK293 GalR3-CNG cAMP membrane potential fluorescence; galR3 body fused to GalR1 C-terminus;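 active means inhibition above the screen-wide average plus 3 SD, cut at about 13% in these data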;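 further: forskolin and galanin both at EC90 stimulate the cells; cAMP rise reported by CNG channel membrane potential dye signal; 0% = forskolin plus galanin with DMSO and 100% = forskolin alone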
Target sequence (O60755 1-299 limits assumed): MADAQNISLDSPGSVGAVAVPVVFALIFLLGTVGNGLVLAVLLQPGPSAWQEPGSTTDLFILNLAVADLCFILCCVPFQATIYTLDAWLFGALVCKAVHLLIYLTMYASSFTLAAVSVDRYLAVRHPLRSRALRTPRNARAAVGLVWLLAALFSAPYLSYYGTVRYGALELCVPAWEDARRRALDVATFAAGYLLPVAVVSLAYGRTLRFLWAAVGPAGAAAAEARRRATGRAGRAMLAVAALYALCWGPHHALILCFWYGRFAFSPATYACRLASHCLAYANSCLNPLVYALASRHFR
CRFR2-BP ag = CRF-BP/CRF-R2 complex agonism; HEK293 CRF-R2/CRF-BP, calcium dye fluorescence (FLIPR); percent of saturating CRF peptide response; activation, % at 13.2 µM; 350,000 compounds, 0.46% hits; AID 588473;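 active means activation of at least 50%, plus an integration ratio under a set limit after plate pattern correction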;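 further: plate controls were neutral control wells without compound for no effect and CRF at EC100 for full effect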
CRFBP-R2 block = antagonists of CRF-binding protein/CRF-R2 receptor complex. HEK293 CRF-R2/CRF-BP, CRF-induced calcium fluorescence. inhibition, % at 11.8 µM. 350,000 compounds, 0.59% hits. AID 588475;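 active means inhibition of the ligand-induced calcium signal above about 50% at the single tested concentration, limit read from the data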
MEKK2wt PB1 HTS = raises or lowers MEK5 binding to wildtype human MEKK2 PB1 domain. Q9Y2U5. 290,000 compounds, 1.1% hits. binding response (% of control), % at 10 µM. AID 1531. bead flow cytometry, Alexa488-MEK5 binding to MEKK2 WT; actives lie on both sides; in the data active means binding response below about 67% or above about 130%
Numbers without * were called inactive; · = no result given.

SMILES | HCV NS3 hel inh | UBC9 SUMO inh | MEKK3 PB1 HTS | MEKK2mut PB1 HTS | FID counter | GalR3 antagonist | CRFR2-BP ag | CRFBP-R2 block | MEKK2wt PB1 HTS
COc1ccc(S(=O)(=O)N2CCc3cc(OC)c(OC)cc3C2)cc1 | -15 | -30 | 104 | -2 | -18 | 3 | -0.9 | -1 | 101
COc1ccc(C(=O)Nn2c(C)nc3ccccc3c2=O)cc1Br | 4 | -20 | 97 | 0 | 0 | -10 | 0.6 | -6 | 102
CCOc1ccc(-c2nc(C#N)c(N3CCOCC3)o2)cc1 | 2 | 20 | 104 | 7 | -14 | 6 | -2.9 | 9 | 105
S=c1nc(NCCc2ccccc2Cl)c2ccccc2[nH]1 | 1 | -6 | 104 | -5 | -3 | -8 | 1.4 | -13 | 101
CCc1cccc(NC(=O)Cc2ccc(OC)c(OC)c2)c1 | 4 | 3 | 118 | 1 | -10 | 1 | 0.9 | -7 | 106
COCCN(CCOC)S(=O)(=O)c1ccc(C(=O)Nc2nnc(C)o2)cc1 | 7 | -10 | 95 | 3 | -11 | -1 | -1.8 | -30 | 102
O=C(Cn1cnc([N+](=O)[O-])n1)NCCO | -2 | 10 | 103 | 5 | -4 | 1 | -1.9 | 4 | 104
Cc1ccc(NC(=O)CSc2ccc(-c3cccnc3)nn2)cc1Cl | -1 | 7 | 94 | -12 | 2 | 1 | -0.5 | 2 | 78
CC(C)Nc1nc(SCC(=O)Nc2ccccc2)nc(N2CCOCC2)n1 | -3 | 14 | 101 | -1 | -22 | -2 | 1.0 | -19 | 101
O=C(Nc1cccc(C(=O)O)c1)Nc1cccc2ccccc12 | 18 | 16 | 106 | 1 | -5 | -4 | -0.1 | 5 | 100
CCc1ccc(N2C(=O)CC(N3CCC(C(=O)OC)CC3)C2=O)cc1 (stereo not drawn) | 0 | 24 | 106 | 5 | -10 | -2 | 0.2 | -6 | 105
COCCCn1c(C(=O)NCCN2CCOCC2)cc2c(=O)n3cccc(C)c3nc21 | 4 | 23 | 104 | 7 | -2 | 2 | 0.1 | 4 | 106
O=c1[nH]cccc1-c1nc2ccccc2n1Cc1cccc(F)c1 | 7 | 2 | 103 | 4 | -15 | -7 | -0.1 | -15 | 106
Cc1ccccc1C(=O)NC(C)c1ccc2c(c1)CCCC2 (stereo not drawn) | 5 | 25 | 88 | -3 | -25 | -4 | -1.4 | 16 | 93
CN(C)C(=O)C(OC(=O)c1ccc2ccccc2n1)c1ccccc1 (stereo not drawn) | 0 | 27 | 98 | 0 | -24 | -2 | -0.3 | -15 | 94
COC(=O)C1=CO[C@@H](OC2OC(CO)C(O)C(O)C2O)[C@@H]2C(CO)=CC[C@H]12 (stereo partly drawn) | -4 | 7 | 95 | 3 | 1 | -5 | 0.0 | 4 | 95
CCOc1cc(N2CCOCC2)c(OCC)cc1NC(=O)[C@H](C)NC(=O)c1ccco1 | -6 | -4 | 103 | 6 | -25 | 6 | 0.8 | -1 | 101
COc1ccc(CNC(=O)c2ccc3c(c2)NC(=O)C(C)S3)cc1 (stereo not drawn) | 1 | 3 | 104 | 5 | -18 | 1 | -5.0 | 13 | 101
c1ccc(-c2nc(NCc3ccco3)c3ccccc3n2)nc1 | -3 | -19 | 97 | 1 | 1 | -6 | 1.1 | -7 | 104
NC(=O)[C@@H]1CCCCNc2c(F)cc([N+](=O)[O-])cc2C(=O)N[C@@H](CC(=O)O)C(=O)N[C@@H](CCC(=O)O)C(=O)N1 | 4 | 18 | 97 | 1 | -11 | · | -0.5 | 9 | 101
CC(=O)N=c1sc2cc(C)ccc2n1C | 3 | 7 | 98 | 2 | -3 | -4 | 0.7 | 3 | 102
CN(C)Cc1c(C(=O)N/N=C/c2ccncc2)nnn1-c1nonc1N | 12 | 3 | 105 | 6 | -7 | -12 | 3.2 | 2 | 107
CC(C)OC(=O)CSc1nnc(-c2cccnc2)n1N | -2 | 20 | 98 | 1 | -3 | 0 | 0.2 | -9 | 95
COc1cc(/C=C2\SC(=S)N(Nc3ccccc3)C2=O)cc(OC)c1OC | -3 | -11 | 99 | -16 | -13 | 6 | 2.5 | -4 | 76
CCc1ccc(N=C2NC(=O)/C(=C/c3ccc(OCC(=O)O)cc3)S2)cc1 | 36 | 16 | 108 | 2 | -28 | -6 | 0.9 | 3 | 104
The results go on.
SMILES | HCV NS3 hel inh | UBC9 SUMO inh | MEKK3 PB1 HTS | MEKK2mut PB1 HTS | FID counter | GalR3 antagonist | CRFR2-BP ag | CRFBP-R2 block | MEKK2wt PB1 HTS
COc1ccc2[nH]c3c(=O)n(N)c(=O)[nH]c3c2c1 | 4 | 31 | 106 | 8 | -1 | -6 | 1.1 | 5 | 105
O=c1/c(=C/c2cccc3ccccc23)sc2ncnn12 | -2 | 2 | 94 | -3 | -4 | -6 | 5.5 | 1 | 92
Cc1ccc(NC(=O)CSc2nnc3c(n2)[nH]c2ccccc23)cc1 | -1 | 3 | 98 | 1 | -4 | -9 | 0.7 | -14 | 101
O=C(NCCCn1ccnc1)c1ccc(Cl)s1 | 4 | 13 | 102 | 8 | 0 | -4 | -1.1 | 6 | 106
Cc1ccccc1S(=O)(=O)Nc1ncnc2ccccc12 | -3 | 4 | 102 | 5 | -6 | -6 | 0.6 | -13 | 101
Cc1ccc(NC(=O)CCCn2nc(C)c3c(C)n(-c4ccccc4)nc3c2=O)cc1C | 12 | 18 | 99 | 2 | -34 | -8 | -1.2 | 14 | 97
CN(C)CCN(C(=O)c1cccc(Cl)c1)c1nc2c(Cl)cccc2s1 | -8 | 3 | 97 | 0 | 0 | 0 | -0.8 | -14 | 106
CC(C)OC(=O)c1cccc(C(=O)Nc2cccc(NC(=O)c3cccc(C(=O)OC(C)C)n3)n2)n1 | 9 | -3 | 95 | -9 | -4 | -2 | 2.6 | -50 | 86
O=S(=O)(c1ccc(N2CCN(Cc3ccc4c(c3)OCO4)CC2)nc1)N1CCOCC1 | 1 | -12 | 73 | -5 | -4 | -2 | · | · | 82
O=C(c1cc([N+](=O)[O-])ccc1Cl)N1CCN(c2ccccn2)CC1 | -9 | 25 | 95 | -1 | -6 | -5 | -3.6 | -7 | 93
Cc1cc2nc(-c3cc(N4CCOCC4)ccc3[N+](=O)[O-])ccn2n1 | -6 | 3 | 98 | -6 | 2 | 3 | 3.7 | 18 | 90
CCN1C(=O)N[C@@H](c2ccco2)C(C(C)=O)=C1C | · | · | 102 | -1 | · | 6 | -0.7 | 5 | 97
Fc1c(F)c(C(F)(F)F)c(F)c(F)c1N1CCN(c2ccc3nnc(C(F)(F)F)n3n2)CC1 | -4 | 7 | 104 | -2 | -2 | -4 | 5.2 | -13 | 99
COc1ccc(OC)c(/C=C/C(=O)OCC(=O)c2c(N)n(C)c(=O)n(C)c2=O)c1 | 1 | 16 | 103 | -1 | -1 | 0 | 0.5 | -2 | 100
COc1ccccc1-n1c(SCC(=O)NCC2CCCO2)nc2c([nH]c3ccccc32)c1=O (stereo not drawn) | 1 | 19 | 99 | -6 | -20 | 1 | -0.2 | -5 | 99
CCCOc1ccc(/C(CC)=N/NC(=O)C2(C)CC2(Br)Br)cc1 (stereo not drawn) | -2 | -7 | 97 | -2 | 0 | -11 | -1.9 | -21 | 103
CCCn1c(C)cc(C(=O)COc2ccc(C)nc2[N+](=O)[O-])c1C | 7 | 18 | 104 | 9 | -4 | -3 | -0.4 | 6 | 106
COc1ccc2c(c1)c(=O)c(Br)c(C)n2Cc1ccccc1 | -11 | -30 | 98 | -4 | 0 | -5 | -1.3 | 14 | 96
Cc1ccc(NC(=O)CCc2ccc(S(=O)(=O)N3CCOCC3)cc2)c(C)c1 | -3 | 13 | 101 | 4 | -10 | -1 | 0.3 | -2 | 103
COc1ccc2c(c1)-c1nc(/N=C/c3ccccc3O)sc1CC2 | 10 | 42 | 104 | 50 | 0 | -4 | -0.4 | -4 | 101
O=C(C(F)C(F)(F)F)N1CCN(c2ccccc2)CC1 (stereo not drawn) | -2 | 9 | 100 | 3 | -1 | -9 | -0.3 | 22 | 99
CC1=Nc2ccc(C)cc2N(Cc2ccccc2)C(=O)C1 | -1 | 1 | 108 | 3 | -8 | 1 | 0.7 | -2 | 106
O=C(NC(=S)Nc1ccc(Cl)cn1)C(c1ccccc1)c1ccccc1 | -1 | 3 | 103 | 2 | 4 | 0 | 2.2 | 9 | 97
CC1=CC(=NOC(=O)c2cccc([N+](=O)[O-])c2)C=C(C)C1=O | 3 | -1 | 103 | 5 | 0 | -2 | 0.3 | 13 | 101
O=c1nc(-c2ccccc2)nc(-c2ccccc2)[nH]1 | 12 | 6 | 104 | 4 | -5 | 0 | 0.9 | -3 | 104

The last 3 entries of the part above come first, to join the parts.
SMILES | HCV NS3 hel inh | UBC9 SUMO inh | MEKK3 PB1 HTS | MEKK2mut PB1 HTS | FID counter | GalR3 antagonist | CRFR2-BP ag | CRFBP-R2 block | MEKK2wt PB1 HTS
O=C(NC(=S)Nc1ccc(Cl)cn1)C(c1ccccc1)c1ccccc1 | -1 | 3 | 103 | 2 | 4 | 0 | 2.2 | 9 | 97
CC1=CC(=NOC(=O)c2cccc([N+](=O)[O-])c2)C=C(C)C1=O | 3 | -1 | 103 | 5 | 0 | -2 | 0.3 | 13 | 101
O=c1nc(-c2ccccc2)nc(-c2ccccc2)[nH]1 | 12 | 6 | 104 | 4 | -5 | 0 | 0.9 | -3 | 104
CC1COc2ccccc2N1C(=O)c1ccc(Cl)nc1 (stereo not drawn) | -8 | 13 | 87 | -19 | -2 | -6 | -0.6 | 7 | 86
Cc1cccc(C(=O)Nc2cccc(OC(=O)c3cccc(C)c3)c2)c1 | -20 | -27 | 109 | 12 | -4 | -9 | 1.9 | 22 | 115
CC1(C)CN=C(N2CCN(c3ncnc4sc5c(c34)CCCC5)CC2)S1 | 3 | 8 | 85 | -11 | 0 | · | · | · | 85
Cc1c(Cl)cc(-n2cnnn2)cc1[N+](=O)[O-] | -12 | 11 | 91 | -2 | 2 | -4 | 0.9 | 1 | 88
COC(=O)CCC(=O)N1CCOCCOCCOCC1 | -7 | -1 | 104 | 1 | 2 | 0 | 0.8 | 7 | 102
COC(=O)CCC/C=C1/SCC(NC(=O)c2ccccc2)C1=O (stereo not drawn) | 18 | 23 | 101 | 0 | -31 | 13* | -0.9 | -13 | 100
COc1ccc(OC)c(C2C(C#N)=C(N)Oc3cc(C)n(Cc4ccccn4)c(=O)c32)c1 (stereo not drawn) | 1 | 25 | 77 | -10 | -7 | -1 | -2.4 | 5 | 76
COc1cccc(CNC(=O)CCCc2cn(C)c3ccccc23)c1 | 8 | -10 | 105 | 7 | -29 | -9 | -6.9 | 16 | 106
COc1ccc(Cc2nnc(NC(=O)CSc3ccccc3)s2)cc1 | -10 | 14 | 102 | 3 | -6 | -6 | -0.4 | -23 | 100
Cc1ccc(/C=N\NC(=O)C2CC(=O)N(c3ccccc3)C2)o1 (stereo not drawn) | 3 | -1 | 106 | 2 | -12 | -6 | -0.5 | 6 | 106
CCCCOc1ccccc1C1CC(=O)NC2=C1C(=O)CCC2 (stereo not drawn) | -8 | 14 | · | · | -12 | 4 | 37 | 49 | ·
Cc1ccc(CN(C)CC(=O)Nc2cccc([N+](=O)[O-])c2)o1 | -2 | 4 | 85 | -12 | 15 | -6 | 0.0 | 3 | 83
CCOC(=O)c1ccc(NC(=O)c2ccc(CO)c(C(=O)NC3CCN(C(=O)OCC)CC3)c2)cc1 | -4 | 2 | 101 | 1 | -14 | 2 | 2.8 | 4 | 97

Not all compounds are listed (hit frequency here may not be typical).
